Assay outcomes as filed in PubChem.
RECQ1 inh – inhibitors of human RECQ1 DNA helicase | P46063 | RECQ1 DNA unwinding, red fluorescence kinetic read | Potency, µM (series often up to 57.3 µM), without a hit: at the highest dose activity, negative = inhibition, usual class: inhibitors | 0.54% of 240,000 active | AID 2549;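 also: plate controls were vehicle for no effect and no enzyme for full effect; nearly all actives have a fitted effect of over 30% in size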
Target sequence (P46063 whole entry, looked up): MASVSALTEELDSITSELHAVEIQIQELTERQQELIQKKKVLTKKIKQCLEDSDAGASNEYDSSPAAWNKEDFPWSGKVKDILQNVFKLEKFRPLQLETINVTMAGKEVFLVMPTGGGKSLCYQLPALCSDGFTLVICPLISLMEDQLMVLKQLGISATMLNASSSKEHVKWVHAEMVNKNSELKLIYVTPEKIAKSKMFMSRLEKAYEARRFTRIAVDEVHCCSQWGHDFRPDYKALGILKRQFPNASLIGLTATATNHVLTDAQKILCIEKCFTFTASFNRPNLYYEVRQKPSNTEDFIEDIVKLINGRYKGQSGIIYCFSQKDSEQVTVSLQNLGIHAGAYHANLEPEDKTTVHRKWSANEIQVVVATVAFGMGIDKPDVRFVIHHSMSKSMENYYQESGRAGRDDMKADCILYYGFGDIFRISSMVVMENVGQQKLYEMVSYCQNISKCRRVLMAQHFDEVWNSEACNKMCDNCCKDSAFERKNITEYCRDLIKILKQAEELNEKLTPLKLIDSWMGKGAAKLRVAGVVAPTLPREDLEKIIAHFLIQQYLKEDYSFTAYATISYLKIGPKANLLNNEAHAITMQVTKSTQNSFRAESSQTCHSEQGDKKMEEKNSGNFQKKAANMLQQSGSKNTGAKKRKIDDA
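50 nM RECQ1T1 preincubated 15 min with compound in Tris pH 8.0 buffer with MgCl2, DTT, Tween-20 and 2.5 ug/ml poly(dI-dC); started with 200 nM TAMRA/BHQ-2 forked duplex and 2 mM ATP. Unwinding read as fluorescence (525/598 nm), two reads 2 h apart.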
Tau fibril FP – inhibitors of human tau fibril formation; P10636; K18 P301L tau heparin fibrillization, Alexa594 FP, 6 h; Potency, µM (highest dose often 57.7 µM), for inactives: top-dose activity, negative = inhibition, most hits filed as inhibitors; 0.39% of 280,000 active; also: nearly all actives have a fitted effect of over 55% in size
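K18 P301L tau (15 uM unlabeled/0.24 uM Alexa 594-labeled, final) + compound + heparin 20 uM final; 100 mM NaOAc pH 7; 6 hr 37 C; ThT 30 uM final added, 1 hr RT; FP ex 555/em 632 nm.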
KDM4E inh – inhibitors of human JMJD2E histone demethylase; B2RXH2; Potency, µM (series often up to 57.1 µM), for the others: at the highest dose activity change, negative = inhibition, hits mostly inhibitors; 1.6% of 230,000 active; AID 2147; JMJD2E catalytic domain, FDH-coupled NADH fluorescence (FDH is formaldehyde dehydrogenase); active = well fitted inhibition curve with a large enough effect, not every such curve was filed as active; inconclusive = small, poorly fitted or top-dose-only effect, or another doubt; inactive = no such curve, though single readings can be large or run the other way;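 also: 0% = wells with enzyme and -100% = buffer wells without enzyme; nearly all actives have a fitted effect of over 50% in size; many of its hits are not listed in these tables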
GoLoco inh red – RGS12 GoLoco-Gai1 interaction inhibition | 0.44% of 230,000 active | P63096 | Gai1:RGS12 GoLoco peptide FP, rhodamine, 10 min | Potency, µM (doses to about 61.6 µM), for the others: at the highest dose activity, negative = inhibition, hits mostly inhibitors; active = well fitted inhibition curve with a large enough effect, not every such curve was filed as active; inactive = no such curve, though single readings can be large or run the other way; also: nearly all actives have a fitted effect of over 30% in size; many of its hits are not listed in these tables
Target sequence (P63096 whole entry, looked up): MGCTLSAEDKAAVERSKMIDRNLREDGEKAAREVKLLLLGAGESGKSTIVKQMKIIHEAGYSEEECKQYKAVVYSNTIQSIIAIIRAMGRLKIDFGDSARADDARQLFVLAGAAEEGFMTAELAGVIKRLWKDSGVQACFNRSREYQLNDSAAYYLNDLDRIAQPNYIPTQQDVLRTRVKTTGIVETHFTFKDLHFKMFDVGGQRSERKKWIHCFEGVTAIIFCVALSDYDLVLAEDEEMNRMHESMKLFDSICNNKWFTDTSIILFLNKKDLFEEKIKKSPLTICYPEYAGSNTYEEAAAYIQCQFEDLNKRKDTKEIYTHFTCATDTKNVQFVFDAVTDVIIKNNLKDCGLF
TRb-SRC2 inh – TRbeta-SRC2 interaction inhibition; P10828; Potency, µM (series often up to 106 µM), for inactives: top-dose activity change, negative = inhibition, actives largely listed as inhibitors; 0.065% of 280,000 active; TRbeta-SRC2 peptide binding, fluorescence polarization; receptor liganded with 1 µM T3;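 also: plate controls were bound peptide for no effect and peptide without receptor for full effect; nearly all actives have a fitted effect of over 50% in size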
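Fluorescence polarization of 20 nM Texas Red SRC2 peptide (20-aa NR interaction domain) bound to 0.6 uM human TRb ligand-binding domain, with 1 uM T3, after 5 hr at ambient temperature; inhibition seen as decreased polarization.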
Tau ThT inhib – tau fibrillization inhibition (ThT binding); P10636; recombinant tau K18 P301L (four-repeat tau fragment), heparin-induced fibrillization, ThT fluorescence; Potency, µM (highest dose often 57.4 µM), for inactives: at the top dose activity, negative = inhibition, most hits filed as inhibitors; 2.1% of 270,000 active; AID 1460; also: nearly all actives have a fitted effect of over 55% in size
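K18 P301L tau (15 uM + 0.24 uM Alexa 594-tagged), heparin 20 uM, NaOAc pH 7, 6 h 37 C; ThT 30 uM, 1 h RT, ex 450/em 510 nm.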
TexasRed fluor – Texas Red fluorescence interference in TRb-SRC2 counter-screen. TRb/SRC2 Texas Red total fluorescence interference. Potency, µM (titrated, usually from 106 µM), for inactives: at the highest dose fluorescence change, negative = quenching. 0.29% of 280,000 active; active = well fitted curve in either direction with a large enough effect; inconclusive = small, poorly fitted or top-dose-only effect
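Human TRb ligand-binding domain at 0.6 uM with 20 nM Texas Red SRC2 peptide in Tris buffer containing 1 uM T3 and 5% DMSO, incubated with compound 5 h at ambient temperature. Total fluorescence (555/632 nm) calculated as parallel + 2 × perpendicular.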
L3MBTL1 block – inhibitors of human L3MBTL1; Q9Y468; AlphaScreen L3MBTL1–H3K9me1 peptide binding; Potency, µM (series often up to 57.1 µM), for inactives: at the highest dose activity, negative = inhibition, usual class: inhibitors; 0.66% of 230,000 active; also: nearly all actives have a fitted effect of over 60% in size
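L3MBTL1 (50 nM) pre-complexed 30 min with biotinylated H3(1-15)K9me1 peptide (75 nM), then compounds added for 30 min at room temperature; AlphaScreen streptavidin donor/nickel chelate acceptor beads (10 ug/mL final) read after 30 min dark incubation.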
* = called active by the depositor; i = inactive; u = inconclusive; x = no result given; & = joins results of further samples; [ ] = remark or other dose. Unless noted, calls follow the shape of the dose curve; as a rule, active = well fitted curve in the direction sought with a large enough effect; inconclusive = small, poorly fitted or top-dose-only effect, or another doubt; inactive = no such curve, though single readings can be large; an effect the other way counts as inactive or inconclusive. Unless noted, % is scaled to controls: 0 for no effect and ±100 for the full control effect; potency is read from the fitted curve at half-maximal effect. The list is partial. The share of hits here may be higher or lower than overall.

SMILES	RECQ1 inh	Tau fibril FP	KDM4E inh	GoLoco inh red	TRb-SRC2 inh	Tau ThT inhib	TexasRed fluor	L3MBTL1 block
COc1ccc2occ(NC(C)=O)c2c1	i	-4%	4%	1%	0%	-8%	0%	1%
Cc1ccc(S(=O)(=O)NCCC(=O)NC2CCCC2)cc1	i	0%	-15%	x	-3%	-15%	-1%	4%
COc1ccc(-n2c(SCC(=O)/C(C#N)=C(\C)N)nc3ccccc3c2=O)cc1OC	19%	-3%	-1%	18%	-3%	-2%	-2%	-3%
CCOC(=O)C(=O)C1=C(N2CCOCC2)/C(=C\c2cccc([N+](=O)[O-])c2)CC1	-1%	1%	-2%	28%	3%	1%	-10%	u
CCn1c(=O)cc(SCC(=O)Nc2ccc(C)c(F)c2)c2ccccc21	x	u	x	x	7%	7%	-2%	x
Cc1c(C#N)c(SCC(N)=O)nc2c1CCCC2	-17%	8%	1%	3%	5%	4%	2%	3%
CCOC(=O)C(NC(C)=O)(OCc1ccc(F)cc1)C(F)(F)F (stereo unspecified)	-5%	-6%	8%	2%	-5%	2%	0%	0%
Cn1ncc2c(O/N=C(\N)c3ccc(C(F)(F)F)cc3)ncnc21	-3%	u	-1%	-6%	2%	x	2%	x
O=C(c1ccco1)N1N=C(c2cccs2)CC1c1ccco1 (stereo unspecified)	-13%	-3%[2.34 µM]	-2%	7%	3%	-4%	-2%	-2%
CC(CC(=O)O)CC(=O)Nc1ccc(S(N)(=O)=O)cc1 (stereo unspecified)	-9%	2%	5%	1%	-9%	2%	-1%	8%
CCN1CCN(c2nc(C)nc3c2sc(=S)n3C)CC1	-2%	-10%	0%	-12%	5%	u	-2%	11%
CCN1CCN(C(=O)CSCc2nc(-c3ccc(OC)c(OC)c3)oc2C)CC1	0%	-4%	u	25%	10%	-20%	2%	x
CCOc1ccc(N(CC(=O)NCc2ccc(F)cc2)S(=O)(=O)c2c(C)noc2C)cc1	-4%	5%	8%	5%	1%	-10%	-1%	x
COc1ccccc1NC(=O)c1sc2ncn(Cc3ccccc3C)c(=O)c2c1C	8%	-3%	u	26%	-2%	-1%	2%	-6%
COCCn1c(SCCOc2ccccc2)nc2ccccc2c1=O	-10%	-2%	-11%	13%	-3%	-14%	1%	37%[activator]
Fc1cccc(Cc2noc(CN3CCCN(C4Cc5ccccc5C4)CC3)n2)c1	11%	-23%	u	28%	-5%	u	-3%	-2%
COc1ccc(OC)c(NC(=O)CS(=O)(=O)Cc2nc(-c3ccc(C)cc3)oc2C)c1	x	3%	x	x	-6%	u	-2%	x
COc1cc(-c2nc(S(=O)(=O)c3ccccc3)c(N3CCOCC3)o2)cc(OC)c1OC	-7%	0%	-9%	-9%	-5%	u	-1%	10%
CC(=O)c1c(C)[nH]c(C(=O)CSc2nnc(-c3ccccc3)o2)c1C	2%	1%	6%	x	-1%	-3%	0%	-1%
O=C(Nc1ccc(Br)cc1)C1CCCN(S(=O)(=O)c2cccnc2)C1 (stereo unspecified)	-3%	-4%	3%	1%	1%	2%	-6%	x
CSCCC(NS(=O)(=O)c1ccc2c(c1)oc(=O)n2C)C(=O)N1CCN(c2cc(C)ccc2C)CC1 (stereo unspecified)	x	15%	x	x	1%	-12%	1%	x
CN(C)S(=O)(=O)c1ccc(C(=O)Nc2nnc(-c3ccc4c(c3)CCCC4)o2)cc1	-4%	-2%	-4%	12%	3%	u	0%	18%
COc1c(O)cc2oc3cc(O)c(CC=C(C)C)c(O)c3c(=O)c2c1CC=C(C)C	-13%&-13%	2.8µM*	1%	-3%&-1%&5%	1%&4%&2%	u	1%&-4%&-2%	x
O=C(O)CCC(=O)N1N=C(c2cccs2)CC1c1cn(-c2ccccc2)nc1-c1ccccc1 (stereo unspecified)	i	6%	u	28%	4%	u	-2%	x
Cc1nn(CC(=O)NCc2cccnc2)c(=O)c2ccccc12	6%	-6%	9%	2%	0%	-2%	-2%	x
CCCNC(=O)c1ccc(Cn2c(=S)[nH]c3c([nH]c4ccc(OC)cc43)c2=O)cc1	-1%	3%	-2%	-23%	11%	1%	16%	0%
CC1(C)N=C(c2ccc(Cl)cc2)C(=O)N1	35µM*	4%	4%	-1%	0%	0%	1%	-1%
COc1cccc(/C(O)=C2/C(=O)C(=O)N(CCN3CCOCC3)C2c2cccs2)c1 (stereo unspecified)	i	-3%	0%	10%	-3%	-11%	0%	2%
CC1=C(C(=O)N2CCOCC2)C(c2cccc3ccccc23)NC(=S)N1 (stereo unspecified)	0%	0%	-2%	-26%	10%	6%	4%	-9%
COC(=O)c1ccccc1NC(=O)c1cccs1	-9%	-9%	5%	15%	2%	-6%	-4%	x
CC(C)n1c(NCc2c[nH]c3ccccc23)nc2ccccc21	0%	13%	3%	5%	-7%	-8%	-7%	-14%
CCCn1c(-c2ccc(F)cc2)nc2c(N(C)CCN(C)C)nc(C)nc21	i	8%	u	-5%	3%	1%	0%	x
CC(C)OC(=O)NCCOC(=O)Nc1ccc(Cl)cc1	6%	-5%	-24%	13%	3%[53 µM]	-10%	-1%[53 µM]	5%
COc1cc(S(=O)(=O)N2CCN(c3ccccc3F)CC2)ccc1Cl	-9%	-6%	-2%	-3%	-1%	-6%	-10%	9%
CCc1ccc(NC(=O)CN(c2ccc(C)cc2)S(=O)(=O)c2c(C)nn(C)c2C)cc1	x	2%	x	x	-4%	-2%	0%	x
CCSc1nc(N)nc(-c2cccs2)c1C#N	-18%	-9%	u	8%	-9%	-14%	2%	9%
COc1ccc(C2C(C#N)=C(N)OC3=C2C(=O)CCC3)cc1Cn1nc(C)c([N+](=O)[O-])c1C (stereo unspecified)	3%	0%	0%	-9%	2%	-16%	-8%	-11%
Cc1cc(NC(=O)Cc2c(F)cccc2Cl)no1	i	-1%	0%	-8%	-7%	1%	-1%	-2%
Nc1nnc(SCC(=O)NC2CCCCC2)s1	-7%	4%	-3%	10%	-2%	10%	-1%	12%
COc1ccccc1NCC(=O)NNCC(=O)Nc1ccc(F)c(Cl)c1	i	8%	-24%	3%	2%	u	-3%	x
CC1S/C(=C(\C#N)C(=O)NCc2ccco2)N(c2ccc(F)cc2)C1=O (stereo unspecified)	i	-8%	7%	2%	-1%	-10%	0%	-4%
CNC(=O)C(=O)Nc1nc(C23CC4CC(CC(C4)C2)C3)cs1	i	-7%	-11%	-8%	-5%	-9%	0%	-2%
COCCNC(=O)c1cccc(NS(=O)(=O)c2cccc3cccnc23)c1	4%	-8%	2%	-4%	-9%	-11%	-5%	15%
O=C(NCCc1ccccc1)c1cc2sccc2n1Cc1ccc(F)cc1	x	-17%	x	x	-5%	-6%	-2%	x
COc1ccccc1CNc1cc(C)ccc1C	i	10%	8%	5%	-14%	-7%	-1%	x
O=C(CN1CCN(c2ccccn2)CC1)Nc1ccc(Oc2ccccc2)cc1	-7%	1%	8%	11%	-6%	u	2%	-8%
COc1cc(/C(C)=N\NC(N)=S)cc(OC)c1OC	-6%	3%	-1%	11%	-4%	0%	0%	-7%
CC(=O)c1ccc(N2C(=O)N(Cc3cc(C)ccc3C)c3ccccc3S2(=O)=O)cc1	x	-9%	x	x	1%	6%	0%	x
Cn1nc(C(=O)Nc2cccc(C(F)(F)F)c2)c2ccccc2c1=O	i	-16%	-5%	10%	0%	-1%	3%	7%
O=S(=O)(NCc1cc(-c2ccccc2)no1)c1ccccc1Cl	-4%	-6%	3%	5%	3%	9%	-2%	20%
CC[N+](CC)(CC)CC(=O)Nc1ccc(SC(F)F)cc1	4%	-5%	-5%	8%	-5%	-10%	-2%	2%
Cc1cccc(OCCNc2cc(N3CCN(CCO)CC3)ccc2[N+](=O)[O-])c1	-6%	-10%	-5%	x	-1%	28µM*	-4%	-6%
O=C(O)CSc1nnc(C2COc3ccccc3O2)n1-c1ccccc1 (stereo unspecified)	1%	7%	1%	0%	-15%	8%	0%	-11%

By substructure, those above with an aryl thioether with sulfur outside any ring (9)
SMILES	RECQ1 inh	Tau fibril FP	KDM4E inh	GoLoco inh red	TRb-SRC2 inh	Tau ThT inhib	TexasRed fluor	L3MBTL1 block
COc1ccc(-n2c(SCC(=O)/C(C#N)=C(\C)N)nc3ccccc3c2=O)cc1OC	19%	-3%	-1%	18%	-3%	-2%	-2%	-3%
CCn1c(=O)cc(SCC(=O)Nc2ccc(C)c(F)c2)c2ccccc21	x	u	x	x	7%	7%	-2%	x
Cc1c(C#N)c(SCC(N)=O)nc2c1CCCC2	-17%	8%	1%	3%	5%	4%	2%	3%
COCCn1c(SCCOc2ccccc2)nc2ccccc2c1=O	-10%	-2%	-11%	13%	-3%	-14%	1%	37%[activator]
CC(=O)c1c(C)[nH]c(C(=O)CSc2nnc(-c3ccccc3)o2)c1C	2%	1%	6%	x	-1%	-3%	0%	-1%
CCSc1nc(N)nc(-c2cccs2)c1C#N	-18%	-9%	u	8%	-9%	-14%	2%	9%
Nc1nnc(SCC(=O)NC2CCCCC2)s1	-7%	4%	-3%	10%	-2%	10%	-1%	12%
CC[N+](CC)(CC)CC(=O)Nc1ccc(SC(F)F)cc1	4%	-5%	-5%	8%	-5%	-10%	-2%	2%
O=C(O)CSc1nnc(C2COc3ccccc3O2)n1-c1ccccc1 (stereo unspecified)	1%	7%	1%	0%	-15%	8%	0%	-11%
